Screening data as filed in PubChem BioAssay.
b-catenin transl – modulators of beta-catenin nuclear translocation | nuclear translocation activity, % at 5 µM | AID 1665 | 190,000 compounds, 0.3% hits | HeLa beta-catenin nuclear translocation, immunofluorescence imaging;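 active means nuclear translocation activity above 50% at 5 µM, with a well cell count of 50 or more; inconclusive means wells under 50 cells across six images, flagged as toxic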;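 further: per-cell ratio of nuclear to cytoplasmic median beta-catenin stain intensity; plate controls were DMSO negative control for no effect and GSK-3 inhibitor IX positive control for full effect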
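Test system: human HeLa cells, native beta-catenin. Compound dosing: 5 µM primary single dose, 0.1% DMSO, 0.02–20 µM confirmation series. Incubation: compound exposure 24 h at 37°C. Detection: beta-catenin immunostaining with DAPI counterstain, 20x imaging, 6 fields/well. Read-out basis: Nuclear/cytoplasmic beta-catenin signal ratio, % activation.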
Myeloid diff MLP – compounds promoting myeloid differentiation; ER-HoxA9 myeloid progenitors, lysozyme-GFP differentiation, flow cytometry; calls only at 10 µM; 360,000 compounds, 1% hits; AID 624256;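 active means normalized GFP-positive differentiation at or above the plate's own cutoff, the solvent-only control mean plus 3 SD; inconclusive means no clear call, values can overlap the other calls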;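 further: cells exposed to compound for four days before flow analysis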
West Nile virus CPE – inhibition of WNV-induced cytopathic effect – cell-based, CPE readout (AID 1621). West Nile virus-infected cells, CPE inhibition; higher % means a stronger effect. one-dose CPE inhibition, % at 10 µM; IC50 in µM for titrated hits. 290,000 compounds, 0.02% hits; in the data active means a potency from the dose series; inconclusive means CPE inhibition mostly from about 3.7% at the one dose, without a potency; inactive means the rest, 99 in 100 with CPE inhibition below about 2.2%; further: strong numbers were not always called active
Rac1 GTP hydrolysis – MgcRacGAP GTPase-activating activity inhibitors, confirmation, biochemical, ADP Hunter fluorescence | inhibition, % at 30 µM, or IC50 in µM where a hit was titrated | MgcRacGAP-stimulated Rac1 GTP hydrolysis, ADP Hunter fluorescence; higher % means a stronger effect; GST-tagged Rac1 F28L mutant substrate | 340,000 compounds, 0.6% hits;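 active means first-screen hits whose inhibition reached a set limit at any dose in the follow-up dose series; inconclusive means inhibition above the set first-screen limit but never retested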;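 further: fluorescence reports GDP produced by GAP-driven GTP hydrolysis; strong numbers were not always called active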
Large T inhibition – TAg ATPase/helicase activity blockers – biochemical (AID 1903); inhibition, % at 20 µM; hits with a dose series show IC50 in µM; SV40 large T antigen ATPase/helicase inhibition assay; higher % means a stronger effect; 310,000 compounds, 0.39% hits; in the data active means a potency from the dose series; inconclusive means inhibition mostly from about 32% at the one dose, without a potency; inactive means the rest, 99 in 100 with inhibition below about 32%; further: strong numbers were not always called active
PhoP inhibition – inhibitors of PhoP regulon expression, primary screen, Salmonella Typhimurium, GFP reporter (AID 1863) | S. Typhimurium PhoP-regulated promoter GFP reporter, 4 h; higher % means a stronger effect | one-dose inhibition, % at 50 µM; IC50 in µM for titrated hits | 300,000 compounds, 0.16% hits;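 active means inhibition over 29.93%, a cutoff 3 SD above the screen mean, later confirmed by dose response; inconclusive means inhibition over 29.93% but no dose response follow-up; inactive means inhibition at most 29.93% or unconfirmed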;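 further: 0% = low Mg2+ inducing control and 100% = high Mg2+ repressing control; strong numbers were not always called active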
WT yeast gro inh – growth inhibition of WT yeast, mitochondrial fusion screen | 190,000 compounds, 2.1% hits | mitochondrial fusion phenotypic screen, WT strain | inhibition, % at 10 µM; in the data active means inhibition above about 58%; tested in S. cerevisiae
RSV antiviral HEp-2 – RSV antiviral activity via CPE protection, HEp-2 cells, primary 10 µM value included (AID 2391); HEp-2 cells, RSV-induced CPE inhibition; higher % means a stronger effect; one-dose CPE inhibition, % at 10 µM; IC50 in µM for titrated hits; 310,000 compounds, 0.13% hits; in the data active means a potency from the dose series; inconclusive means CPE inhibition mostly from about 23% at the one dose, without a potency; inactive means the rest, 99 in 100 with CPE inhibition below about 21%; further: strong numbers were not always called active
T cell HTS – T cell immune modulators affecting CD8 T cell-vesicle binding; 2C CD8+ T cell-vesicle binding, flow cytometry; stronger effect = lower value; calls only at 7 µM; 330,000 compounds, 0.068% hits; AID 2052;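 active means response, share of CD8 T cells binding vesicles, and their 90th percentile fluorescence all below set limits, cut at about 80% in these data, passing the limit was not always enough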
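incubation = binding step 1.5 h, 37 °C, antibody labelling 20 min, ice | test system = 2C mouse CD8+ T cells | read-out basis = percent CD8+ FL2 mean versus row control | controls = Peptide-free naked vesicles (low) and QL9 vesicles with 0.7% DMSO vehicle (high) | detection = flow cytometry of vesicle-bound cells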
WT yeast gro inh mutant strain – second read-out of WT yeast gro inh, no call of its own (marks repeat the call); inhibition, %; mitochondrial fusion phenotypic screen, mutant strain inhibition
b-catenin transl cell count 5 µM – second read-out of b-catenin transl, no call of its own (marks repeat the call); cell count; measured here: cell count, cytotoxicity flag
T cell HTS vesicle-bound % – further read-out of T cell HTS, marked with its call; double positive events, %; measured here: CD8+ vesicle-bound cell fraction;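 binding gate set so that unloaded-vesicle control wells show 10% double positive cells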
Myeloid diff MLP GFP+ MAC1+ % – also measured in Myeloid diff MLP; calls as there; GFP+ MAC1+ double positive, %; measured here: differentiation confirmed by MAC1 staining
An asterisk follows results filed as active; i = inactive; ? = inconclusive; · = not tested or not shown; & = joins results of further samples.

Molecule,b-catenin transl,b-catenin transl cell count 5 µM,Myeloid diff MLP,Myeloid diff MLP GFP+ MAC1+ %,West Nile virus CPE,Rac1 GTP hydrolysis,Large T inhibition,PhoP inhibition,WT yeast gro inh,WT yeast gro inh mutant strain,RSV antiviral HEp-2,T cell HTS,T cell HTS vesicle-bound %
COC(=O)c1ccc(CSc2nc3sc(C)c(C)c3c(=O)[nH]2)cc1,0.6,1271,i,0.7,-0.1%,-4%,6%,-4%,·,·,-1.1%,i,29
COC(=O)c1c(N2C(=O)CC(Sc3ncccc3C(=O)O)C2=O)sc(C)c1C (centres undefined),-0.3,1325,i,0.6,0.4%,2%,21%,-12%,·,·,1.1%,i,23
CCOC(=O)c1c(CSC(=N)N)n(-c2ccccc2)c2cc(Br)c(OC(C)=O)cc12,1.7,1329,i,1.3,-0.1%,2%,18%,13%,·,·,·,i,6
CC(=O)Nc1ccc(S(=O)(=O)NCC(=O)NCCc2ccc(S(N)(=O)=O)cc2)cc1,-0.1,1026,i,0.1,0.5%,4%,3%,-4%,-3,-19,-0.8%,i,31
COc1ccc(OC)c(/C=C/C(=O)OCC(=O)Nc2cccc(C(C)=O)c2)c1,-0.2,884,i,0.6,-0.5%,11%,5%,0%,15,5,1.4%,i,33
Cc1ccc(C(=O)COC(=O)CN2C(=O)C3C4C=CC(C4)C3C2=O)cc1[N+](=O)[O-] (centres undefined),·,·,i,1.1,0.3%,4%,-7%,9%,·,·,2.4%,i,24
CCOc1ccc(N(C(C)=O)c2nc(C)cc(C)c2C#N)cc1,-3.6,578,i,0.7,-0.1%,4%,0%,6%,-1,17,-0.1%,i,57
O=C(c1ccco1)N1CCN(CCOCCOc2cccc3ccccc23)CC1,·,·,i,1.4,0.8%,3%,11%,5%,2,24,-1.7%,i,7
Cc1nc(C(F)(F)F)ccc1C(=O)N1CCCCC1,0.0,1310,i,0.6,-0.1%,4%,5%,-2%,·,·,2.0%,i,32
COC(=O)Oc1ccc(/C=N/NC(=O)CSCc2ccc(Cl)cc2)cc1OC,2.8,1118,i,1.0,-0.7%,-6%,8%,2%,3,-1,12%,i,38
CS(=O)(=O)N(Cc1ccccc1)c1ccccn1,-1.1,815,i,5.6,0.5%,2%,12%,2%,-5,-2,2.1%,i,15
O=C(CNC(=O)c1cccs1)NCC(=O)OCC(=O)c1ccccc1,·,·,i,0.7,1.4%,2%,10%,-2%,·,·,1.6%,i,25
CN=C(Nc1ccccc1)SC1CC(=O)N(c2cccc(OC)c2)C1=O (centres undefined),-0.2,847,i,0.2,-0.2%,3%,19%,2%,10,29,2.9%,i,53
O=C(NC1CCCCC1)C1CCC(CNS(=O)(=O)c2ccccc2)CC1 (centres undefined),·,·,i,0.8,-0.5%,10%,3%,9%,·,·,0.3%,i,33
COc1ccc(-c2ccnc(SCC(=O)N3CCOCC3)n2)cc1,-3.0,1215,i,1.2,-0.4%,13%,3%,-16%,-16,-13,1.5%,i,7
COC(=O)c1ccc(C(=O)OCc2nc3cc4ccccc4cc3[nH]2)cc1,2.3,937,i,1.1,0.2%,6%,22%,0%,2,-3,2.7%,i,28
O=C1C=C(O)c2c(O)cccc2C1=O,2.6,1090,·,·,·,·,12%,6%,·,·,·,i,33
Cc1ccc(C2Nc3ccccc3C(=O)N2CCCN2CCOCC2)cc1 (centres undefined),-0.5,1363,i,0.4,-0.2%,7%,8%,-1%,·,·,-0.3%,i,20
O=C(COC(=O)c1cccnc1Cl)NCCC1=CCCCC1,-2.0,1103,i,0.6,-0.1%,7%,5%,-4%,3,6,1.0%,i,34
CCC(=O)Nc1nnc(Cc2ccccc2)s1,2.0,877,i,8.1,1.2%,7%,-4%,2%,-1,-2,0.3%,i,10
COC(=O)c1ccc(NC(=S)Nc2ccccn2)cc1,-2.5,1117,i,0.7,0.2%,7%,12%,-3%,7,-4,37%,i,56
CC(=O)c1ccc(NC(=O)Cn2cnc(S(=O)(=O)N3CCOCC3)c2)cc1,·,·,i,5.5,0.6%,6%,14%,15%,·,·,-0.5%,i,32
COc1ccc(S(=O)(=O)N(C)C)cc1NC(=O)CN1C(=O)NC2(CCCC2)C1=O,·,·,i,0.3,-0.3%,6%,-1%,3%,·,·,1.2%,i,35
CC(c1ccccc1)N(C)C(=O)CSc1nnc(C2CC2)n1C1CC1 (centres undefined),·,·,i,1.3,·,1%,·,·,·,·,-0.2%,i,32
CCc1ccc2[nH]c(=O)c(CN(Cc3ccco3)C(=S)NCC3CCCO3)cc2c1 (centres undefined),-0.2,1465,i,0.1,0.3%,1%,7%,-5%,-2,-3,3.4%,i,46

(cont.)
Molecule,b-catenin transl,b-catenin transl cell count 5 µM,Myeloid diff MLP,Myeloid diff MLP GFP+ MAC1+ %,West Nile virus CPE,Rac1 GTP hydrolysis,Large T inhibition,PhoP inhibition,WT yeast gro inh,WT yeast gro inh mutant strain,RSV antiviral HEp-2,T cell HTS,T cell HTS vesicle-bound %
Cc1ccc(C)c(N2CN(Cc3ccco3)CNC2=S)c1,2.9,1136,i,0.3,-0.6%,5%,18%,12%,4,4,1.3%,i,34
CC1CCCN(C(=O)COC(=O)c2cc(-c3cccs3)nn2-c2ccccc2)C1 (centres undefined),·,·,i,1.3,·,7%,23%,0%,·,·,0.7%,i,18
CCOc1ccc(-c2cc(CCCC(=O)N3CCN(c4ccc(OC)cc4)CC3)no2)cc1,1.0,1067,i,3.6,1.0%,1%,2%&17%,-1%,14,-2,1.8%,i,28
COc1ccc(C(CNC(=O)c2ccc(NS(=O)(=O)c3cccc([N+](=O)[O-])c3)cc2)N2CCOCC2)cc1 (centres undefined),·,·,i,1.4,0.5%,11%,21%,0%,·,·,1.8%,i,10
CCOC(=O)N1CCC(NC(=O)CCS(=O)(=O)c2ccc3c(c2)CCN3C(C)=O)CC1,0.0,1363,i,0.4,·,6%,4%,-9%,-8,-31,1.0%,i,38
O=C(NCCCN1CCOCC1)c1cc2c([nH]c3ccccc32)c(-c2cccc(Br)c2)n1,·,·,i,6.2,17%,11%,0%,-2%,·,·,·,i,36
CCCOc1ccc2oc(=O)c3c(c2c1)CCCN3C(=O)CN1CCc2ccccc2C1,-4.0,988,i,0.9,-0.4%,-6%,19%,-9%,49,-7,9.1%,i,57
COc1ccc(/C=N/n2c(-c3ccc(C)cc3)n[nH]c2=S)cc1OC,1.0,1336,i,0.6,0.4%,9%,6%,-5%,·,·,1.4%,i,27
O=C1CC(c2ccco2)CC(O)=C1C=NCC1NCCc2ccccc21 (centres undefined),-3.0,1236,i,0.4,-0.1%,-2%,?,8%,-2,2,1.5%,i,34
O=c1[nH]c(NCCO)nnc1Cc1ccccc1,·,·,i,1.8,0.4%,9%,11%,-4%,·,·,0.9%,i,23
CSc1nc(=NC(C)=O)ss1,·,·,i,0.4,-0.1%,9%,10%,6%,23,28,2.6%,i,59
COc1ccc(C(C)(C)C)cc1NC(=O)COC(=O)c1cc(SC)ccc1Cl,-2.0,1134,i,0.1,-0.6%,2%,15%,-3%,0,-1,8.5%,i,61
O=C(CSc1nnc(-c2cccc(S(=O)(=O)N3CCCC3)c2)n1-c1ccccc1)Nc1cccc(C(=O)O)c1,1.9,1323,i,0.8,0.1%,-4%,16%,8%,·,·,-0.7%,i,32
CNc1nc(SC)nc(N2CCOCC2)n1,1.1,904,i,2.1,-0.1%,10%,5%,-2%,-5,-4,0.7%,i,17
COc1ccc(OCCC(=O)OCC(=O)NCc2ccc(F)cc2)cc1,-2.6,1111,i,0.1,0.0%,6%,-1%,2%,-2,-3,0.9%,i,25
C=CCn1c(-c2cccs2)nc2ccccc21,-0.4,995,i,1.6,-0.2%,6%,7%,8%,-1,7,1.3%,i,22
O=C1CN(C(=O)CNC(=O)c2ccccc2Cl)c2ccccc2N1,-1.3,1086,i,0.2,-0.3%,4%,8%,-6%,13,12,1.0%,i,33
O=C(OCC(=O)N(C1CCCCC1)C1CCCCC1)c1cnccn1,0.5,1168,i,0.7,·,4%,5%,-11%,-4,4,2.9%,i,18
Cc1ccc(-c2nnc(-c3ccncc3)n2-c2ccc(C)cc2)cc1,-2.7,991,i,1.4,0.5%,2%,-1%,-10%,-10,-55,1.0%,i,24
Cc1ccc(-c2cc([C@H]3[C@H]4C=CC[C@@H](C)[C@@H]4C(=O)N3Cc3ccccc3)ccc2F)cc1,0.3,1130,i,0.5,-0.3%,14%,7%,-5%,·,·,1.4%,i,52
CCOC(=O)N1CCN(c2nc(-c3ccc(F)cc3)cs2)CC1,·,·,i,0.6,-0.4%,5%,2%,1%,24,30,5.8%,i,10
O=C(NCC(c1cccs1)N1CCOCC1)c1ccco1 (centres undefined),-2.0,1286,i,0.8,3.3%,1%,6%,4%,31,14,0.2%,i,21
Cc1ccc(CNC(=O)COC(=O)[C@@H]2CC(O)CN2S(=O)(=O)c2ccc3c(c2)OCCO3)cc1 (some centres undefined),-3.6,521,i,0.2,0.3%,8%,8%,-16%,-5,-2,1.1%,i,59
O=C(N/N=C/c1cc(Br)cc(Br)c1O)c1ccncc1,-1.3,1094,·,·,-0.3%,·,14%,14%,-20,-11,14%,i,50
O=C(COC(=O)/C=C/c1ccccc1Cl)NCCc1ccc(Cl)cc1Cl,1.5,1092,i,0.4,-0.6%,7%,16%,-3%,10,17,1.6%,i,3
COCn1c(=O)c2c(nc(SC3=NCCS3)n2Cc2ccccc2C)n(COC)c1=O,·,·,i,2.4,-0.2%,3%,8%,-8%,24,28,3.8%,i,53
